HT1080-NT tox – kills 2HG-producing HT-1080-NT fibrosarcoma cells; HT-1080-NT fibrosarcoma viability, CellTiter-Glo ATP luminescence, 48 h; Potency, µM (doses to about 46.1 µM), inactives show at the highest dose activity, negative = less viability, hits mostly cytotoxic; 360,000 compounds, 1.6% hits; AID 686970;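 note: NT is the 2HG producing partner of a matched IDH1 knockdown line; potency is the fitted concentration of half-maximal effect; 0% = DMSO-treated cells and -100% = media-only wells without cells; nearly all actives have a fitted effect of over 55% in size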
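HT-1080-NT fibrosarcoma cells (2HG-overproducing), 750 cells/well in RPMI with 5% FBS, dosed after 2 h and incubated 48 h at 37C. CellTiter-Glo luminescence normalized to DMSO and no-cell wells; concentration-response curves fitted and classed.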
HT1080 IDH1KD tx – toxicity to HT-1080 IDH1 knockdown cells (counter line); HT-1080 IDH1 knockdown viability, ATP luminescence, 48 h; Potency, µM (titrated, usually from 46.1 µM), inactives show at the highest dose activity, negative = toxicity, actives largely listed as cytotoxic; 360,000 compounds, 2% hits; AID 686971;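 note: potency is the fitted concentration of half-maximal effect; 0% = DMSO wells and -100% = cell-free medium wells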
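IDH1KD HT-1080 cells, 750/well, RPMI + 5% FBS; compound pinned after 2 h settling; 48 h, 37 °C; CellTiter-Glo luminescence; % activity normalised to DMSO and no-cell wells; curves fitted, classed by r2 and efficacy.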
KB-3-1 cytotox – kills parental KB-3-1 adenocarcinoma cells; KB-3-1 viability, CellTiter-Glo ATP luminescence, 72 h; Potency, µM (doses to about 46.1 µM), inactives show at the top dose activity change, negative = cytotoxic, hits mostly cytotoxic; 400,000 compounds, 1.4% hits; AID 1347075; note: potency is the fitted concentration of half-maximal effect; % is set by controls: 0 for no effect and ±100 for the full control effect; nearly all actives have a fitted effect of over 60% in size
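Multi-concentration cytotoxicity screen in KB-3-1 cells grown in DMEM lacking phenol red with 10% FBS. After 72 h at 37 °C with compound, ATP-dependent luminescence was recorded.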
IL1B secr inh – inhibitors of inflammasome signaling (IL-1 beta secretion) | THP-1 LPS/ATP IL-1B secretion, AlphaLISA, 16 h; active compounds read low | activity change, % at 57.5 µM | 360,000 compounds, 4.7% hits | AID 743279; in the data active = activity change below about -50%; inconclusive = mostly about -30% to -49%; note: % is set by controls: 0 for no effect and ±100 for the full control effect
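Secreted IL-1B measured by AlphaLISA bead assay after 16 h compound exposure of THP-1 cells; compounds (final up to 57.5 uM) added 1 h before LPS (250 ng/mL) and ATP (1.25 mM) stimulation; lower signal means less secretion.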
MCF10A rerep – inducers of DNA re-replication in MCF 10A breast cells; MCF 10A DNA re-replication, Hoechst nuclear intensity, 48 h; 350,000 compounds, 2.9% hits; AID 624296; Potency, µM (series often up to 46.1 µM), without a hit: top-dose activity, positive = re-replication, usual class: activators; note: potency is the fitted concentration of half-maximal effect; % of control where 0% means no effect; nearly all actives have a fitted effect of over 50% in size
SW480 rereplic – DNA re-replication induction in SW480 cells; SW480 DNA re-replication, Hoechst DNA content imaging, 48 h; Potency, µM (titrated, usually from 46.1 µM), inactives show at the highest dose re-replication activation, hits mostly activators; 340,000 compounds, 1.8% hits; AID 624297; note: potency is the fitted concentration of half-maximal effect; % of control where 0% means no effect; nearly all actives have a fitted effect of over 55% in size
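Image-based DNA-content assay: after two days of treatment, nuclei were labelled with the DNA dye Hoechst and imaged, and hits were compounds raising the count of nuclei showing high fluorescence intensity.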
ATXN viability – cell viability loss in ATXN counter-screen | S2 cells (HEK-293 line with an ATXN2-luciferase reporter) viability, CellTiter-Fluor protease fluorescence, 24 h | Potency, µM (titrated, usually from 56.7 µM), hits mostly cytotoxic | 400,000 compounds, 0.49% hits | AID 651635; note: potency is the fitted concentration of half-maximal effect; nearly all actives have a fitted effect of over 40% in size
ATXN2 expr inh – inhibitors of ATXN2 expression | HEK-293 ATXN2-luciferase reporter, luminescence, 24 h | Potency, µM (highest dose often 57 µM), inactives show top-dose activity change, negative = inhibition, hits mostly inhibitors | 360,000 compounds, 0.72% hits; note: potency is the fitted concentration of half-maximal effect; % is set by controls: 0 for no effect and ±100 for the full control effect; nearly all actives have a fitted effect of over 55% in size
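qHTS (up to 57 uM final) was run with 24 h compound exposure of reporter cells at 37 °C. Each well was multiplexed: SteadyGlo luminescence measured ATXN2-luciferase expression after a fluorogenic Gly-Phe-AFC viability readout (25 uM final).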
HepG2 viability – counter-screen for TGF-b inhibitors: cytotoxicity in HepG2 cells. HepG2 CAGA-GFP viability, ATP luminescence, 18 h. 410,000 compounds, 0.76% hits. Potency, µM (highest dose often 46.1 µM), inactives show at the top dose activity change, negative = cytotoxicity, usual class: cytotoxic; note: potency is the fitted concentration of half-maximal effect; some results filed as inactive show a strong effect at the top dose
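HepG2 CAGA-GFP cells (1000/well, DMEM with 1% FBS) received compound, then TGF-beta at 500 pg/mL final, and were incubated 18 hours at 37 degrees C. Viability was read by CellTiter-Glo luminescence. Media-only wells were set as complete cell-killing and DMSO as no toxicity.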
* = called active by the depositor; i = inactive; ? = inconclusive; . = no result given; [ ] = dose if it differs, or a comment. Unless noted, calls come from the whole dose curve; as a rule, active = well fitted curve in the direction sought with a large enough effect; inconclusive = small, poorly fitted or top-dose-only effect, or another doubt; inactive = no such curve, though single readings can be large; an effect the other way counts as inactive or inconclusive.

SMILES	HT1080-NT tox	HT1080 IDH1KD tx	KB-3-1 cytotox	IL1B secr inh	MCF10A rerep	SW480 rereplic	ATXN viability	ATXN2 expr inh	HepG2 viability
CC1(C(=O)Nc2ccc3c(c2)OCCO3)CCN1C(=O)Cc1cc(F)ccc1F (stereo unspecified)	13%	3%	25%	-3	.	.	i	6%	23%
COC(=O)CCC(=O)OC1(C)C(=O)C2=CN(CCc3ccccn3)C(c3ccc(OC)cc3)=CC2=C(Br)C1=O (stereo unspecified)	-8%	2%	10%	30	7%	5%	i	0%	-13%
COc1ccc(CCNC(=O)c2cc(S(=O)(=O)N(C)C)ccc2N2CCCC2)cc1OC	2%	1%	-5%	-1	1%	1%	i	-7%	-4%
COc1ccccc1N1CCN(CC(=O)N2CCCC2)CC1	28%	20%	-1%	9	3%	-2%	i	-32%	-36%
O=C1c2ccccc2C(c2nnnn2-c2ccc3c(c2)OCCO3)N1CCc1ccc(O)cc1 (stereo unspecified)	12%	22%	14%	6	.	.	i	19%	.
Cc1ccc(S(=O)(=O)N2CCCCC2)cc1C(=O)N(C)CC(=O)Nc1cccc(F)c1	-2%	2%	-7%	10	6%	3%	?	1%	-3%
O=C1CC2CS(=O)(=O)CC2N1C1CCCCC1 (stereo unspecified)	-1%	0%	0%	29	-3%	0%	i	7%	3%
CN(CC(=O)Nc1ccccc1Cl)C(=O)COC(=O)C1CCN(c2ccc(C(F)(F)F)cn2)CC1	15%	10%	-5%	3	-2%	0%	i	3%	4%
Cc1c(Cl)cccc1NC(=S)NCCC(C)C	4%	?	-4%	4	8%	?	i	-5%	-58%
O=C(Nc1ccn(CCCNCCN2CCOCC2)c(=O)n1)OCc1ccccc1	1%	0%	0%	6	-5%	0%	i	-9%	11%
O=C(CNS(=O)(=O)c1ccc(Br)s1)N1CCN(C(=O)c2ccco2)CC1	0%	1%	3%	-17	0%	-2%	i	-8%	-26%
O=C1C2C3C=CC(C3)C2C(=O)N1c1cccc(N2C(=O)C3C4C=CC(C4)C3C2=O)n1 (stereo unspecified)	11%	1%	0%	3	0%	-2%	i	2%	-1%
NNC(=O)c1nc(Cl)c(Cl)c(N)c1Cl	3%	14%	12%	0	-9%	-6%	i	3%	-2%
N#CCCN(C(=O)COC(=O)CNC(=O)c1ccc(-c2ccccc2)cc1)c1ccc(F)cc1	-1%	9%	11%	-8	2%	-4%	i	0%	-11%
Cc1ccc(CN2CC(=O)N3[C@H]4c5cc(Cl)ccc5OC[C@@H]4[C@H](c4ccccc4)[C@]3(C)C2=O)cc1	-3%	1%	?	-28	22%	-5%	i	0%	-21%
CCCN1CCN(C(=S)NCc2ccc(Cl)cc2)CC1	2%	-10%	-2%	-28	6%	0%	i	7%[11.3 µM]	-1%
CS(=O)(=O)N1N=C(c2ccc(Br)cc2)CC1c1ccc2c(c1)OCO2 (stereo unspecified)	17%	10%	8%	5	22%	1%	i	40%[activator]	-17%
O=C(CN(C(=O)CCC(=O)Nc1nccs1)c1cccc(F)c1)NCCc1ccccc1	-1%	0%	16%	0	-5%	2%	i	-3%	-5%
O=C(CSc1nc(=O)n(Cc2ccncc2)c2c1CCC2)Nc1ccccc1	.	.	10%	.	.	.	i	1%	1%
COCCN(CCOC)Cc1c(O)ccc2c1O/C(=C\c1ccc(C)o1)C2=O	8%	11%	12%	28	12%	13%	.	-1%	-11%
COc1ccc(NC2=CC(c3ccc(OC)c(OC)c3)N(c3ccc(OC)cc3)C2=O)cc1 (stereo unspecified)	-8%	-9%	-3%	-8	-43%[inhibitor]	6%	i	-9%	-15%
Cc1ccc(C(=O)O)cc1-n1c(C)cc(C=O)c1C	-5%	-1%	2%	-16	3%	-5%	i	3%	-15%
CCN(c1cccc(C)c1)S(=O)(=O)c1ccc(-c2ccc(=O)[nH]n2)o1	2%	-2%	6%	0	15%	6%	i	7%	0%
CC(=O)N1N=C(c2cccc(NS(C)(=O)=O)c2)CC1c1ccc2c(c1)OCO2 (stereo unspecified)	-1%	-3%	?	-12	2%	0%	i	31%[activator]	-20%
COc1cccc(-c2cc(C(F)(F)F)n3nc(C(=O)N4CCCCC4c4cccnc4)cc3n2)c1 (stereo unspecified)	-7%	-8%	-12%	-72*	?	?	?	?	-22%
Cc1cccc(-c2ccc3[nH]c4c(c3c2)CCN2C[C@@H]([C@H](C)O)[C@@H](N(C)C(=O)Nc3ccc(F)cc3)C[C@@H]42)c1	21µM*	?	?	-23	.	.	.	?	-116%
COC(=O)c1sccc1NC(=O)c1ccccc1F	-5%	-15%	2%	28	3%	-9%	i	13%	-7%
NC(=O)c1ccsc1NC(=O)CS(=O)(=O)c1ccccc1	0%	-5%	3%	8	-6%	13%	i	27%	-2%
CCOC(=O)c1c(NC(=O)/C=C/c2ccco2)sc(C)c1C	1%	1%	-8%	11	?	?	i	2%	9%
CCc1cc2c(=O)[nH]c(N3CCCC3)nc2s1	6%	9%	5%	-14	0%	?	i	20%	7%
CCCCN1CCC(CN2C(=S)NC[C@@H]2CC(C)C)CC1	-3%	0%	11%	-3	?	0%	i	1%	-12%
Cc1cc(C)n(CC(O)CN2c3ccccc3Sc3ccccc32)n1 (stereo unspecified)	-28%	-26%	?	-18	20%	9%	i	-37%	-33%
Cc1nc2ccc(C(=O)N3CCC(O)(Cc4ccccc4)CC3)cn2c1N(C)C(=O)CCc1ccccc1	11%	7%	0%	-15	.	.	i	-8%	0%
COc1ccc(C)cc1S(=O)(=O)NC1CCCCCC1	-3%	0%	0%	35	3%	-4%	i	-2%	-7%
CCOC(=O)C1CCN(S(=O)(=O)c2ccc(Cl)cc2OC)CC1	4%	0%	-12%	33	-1%	-14%	i	-1%	0%
O=c1ccc(-c2ccccc2)no1	10%	11%	2%	-2	-1%	-6%	i	.	12%
CC(=O)N1CCOc2ccc(S(=O)(=O)N3CCC(C(=O)Nc4cc(C)cc(C)c4)CC3)cc21	11%	-2%	0%	-17	6%	6%	i	-6%	6%
O=C(Nc1cccc(NC(=O)c2ccco2)c1)c1ccc([N+](=O)[O-])cc1	4%	-29%	3%	13	1%	-3%	i	-3%	-33%
COc1ccc(OC)c(C2N=C(N)Nc3nc4ccccc4n32)c1 (stereo unspecified)	.	.	0%	.	.	.	i	3%	-10%
O=C(Cn1c(=O)[nH]c2ccsc2c1=O)NC1CCCCCC1	4%	-3%	5%	7	3%	-3%	i	2%	-3%
c1ccc(-n2ncc3c(NC4CCCCCC4)ncnc32)cc1	-1%	-1%	-18%	-53*	17%	?	i	46%[activator]	-24%
COCc1cc(C)nc(Nc2ccccc2OC)c1C#N	0%	-4%	2%	9	2%	4%	i	.	-7%
CC(NC(=O)Cc1c(F)cccc1Cl)C1CCCO1 (stereo unspecified)	1%	1%	-8%	13	-26%	-3%	i	0%	-3%
Cc1cc(C)cc(Nc2cc(C(=O)NC3CCCCC3)c3ccccc3n2)c1	.	.	3%	.	.	.	i	-1%	-23%
Cc1sc2nc(SCC(=O)NCCO)n(-c3ccccc3)c(=O)c2c1C	13%	2%	17%	5	-1%	2%	?	-19%	5%
Oc1ccccc1-c1nnc2n1CCCCC2	5%	3%	18%	0	-5%	-4%	i	10%	-3%
CCOc1ccc(OCC)c(NS(=O)(=O)c2cn(C)cn2)c1	-6%	-2%	-4%	0	-3%	-13%	i	-1%	-25%
O=C1N=C(N2CCCCC2)S/C1=C\c1ccc(Cl)cc1	14%	6%	8%	0	8%	0%	i	-38%	33%
O=C(Cc1ccccc1Cl)c1ccccc1	-6%	1%	0%	6	3%	2%	i	15%	-3%
O=C(NCCN1CCOCC1)Nc1ccccc1	16%	5%	-1%	28	-4%	-12%	?	-3%	3%
Cc1c(-c2cc(Br)ccc2O)nc2cc3c(cc2c1C)OCO3	-1%	-17%	12%	21	?	?	i	56%[activator]	-6%
O=c1[nH]c(-c2ccco2)nc2sc3c(c12)CCCC3	7%	28%	1%	13	-6%	1%	i	40%[activator]	-13%
COc1nc(C)c2cc(C)oc2n1	20%	13%	1%	4	-1%	-2%	i	-7%	-3%
CCOC(=O)C1=C(C)NC(C)=C(C(=O)OCC)C1C(=O)OCC(=O)N(C)C1CCS(=O)(=O)C1 (stereo unspecified)	1%	16%	2%	-2	2%	13%	i	3%	-1%
Cc1cc(C(=O)NN)c(C)o1	-22%	4%	24%	0	?	-6%	i	-6%	-22%
CCOc1ccc(NC(=O)c2cc3cc4cc(OC)ccc4nc3s2)cc1	.	.	14%	.	.	.	i	-3%	-26%
O=[N+]([O-])c1ccc2nc(-c3ccccn3)[nH]c2c1	-26%	?	?	-8	11%	?	?	?	-27%
CCN=C1SC(C(=O)Nc2cccc(C(=O)O)c2)CC(=O)N1CC (stereo unspecified)	11%	13%	2%	15	-1%	-3%	i	16%	-12%
NS(=O)(=O)c1ccc(CCNC(=O)CSc2nnc3ccccn23)cc1	0%	-2%	0%	9	10%	-5%	i	.	-5%

Structures listed so far with a COOH group:
SMILES	HT1080-NT tox	HT1080 IDH1KD tx	KB-3-1 cytotox	IL1B secr inh	MCF10A rerep	SW480 rereplic	ATXN viability	ATXN2 expr inh	HepG2 viability
Cc1ccc(C(=O)O)cc1-n1c(C)cc(C=O)c1C	-5%	-1%	2%	-16	3%	-5%	i	3%	-15%
CCN=C1SC(C(=O)Nc2cccc(C(=O)O)c2)CC(=O)N1CC (stereo unspecified)	11%	13%	2%	15	-1%	-3%	i	16%	-12%

Compound activity: PubChem, National Center for Advancing Translational Sciences (NCATS)

An unsorted share of the library, and some 8.9% of all compounds hit somewhere here.
